KDM4E inh – qHTS Assay for Inhibitors of Human Jumonji Domain Containing 2E (JMJD2E) | AID 2147, 2009 | JMJD2E catalytic domain, FDH-coupled NADH fluorescence (FDH is formaldehyde dehydrogenase) | Lysine-specific demethylase 4E (Homo sapiens), B2RXH2 | Potency, µM (doses to about 57.1 µM), without a hit: at the top dose activity change, negative = inhibition, hits mostly inhibitors | 230,000 tested, 1.6% active; active means well fitted inhibition curve with a large enough effect, not every such curve was filed as active; inconclusive means small, poorly fitted or top-dose-only effect, or another doubt; inactive means no such curve, though single readings can be large or run the other way;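 further: 0% = wells with enzyme and -100% = buffer wells without enzyme; nearly all actives have a fitted effect of over 50% in size; many of its hits are not listed in these tables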
TRb SRC2 PPI – qHTS for Inhibitors of the Interaction of Thyroid Hormone Receptor and Steroid Receptor Coregulator 2. Thyroid hormone receptor beta (Homo sapiens), P10828. TRbeta-SRC2 peptide binding, fluorescence polarization; receptor liganded with 1 µM T3. Potency, µM (series often up to 106 µM), inactives show at the highest dose activity change, negative = inhibition, most hits filed as inhibitors. 280,000 tested, 0.065% active. AID 1469, 2008;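 further: plate controls were bound peptide for no effect and peptide without receptor for full effect; nearly all actives have a fitted effect of over 50% in size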
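Fluorescence polarization of 20 nM Texas Red SRC2 peptide (20-aa NR interaction domain) bound to 0.6 uM human TRb ligand-binding domain, with 1 uM T3, after 5 hr at ambient temperature; inhibition seen as decreased polarization.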
ALDH1A1 block – qHTS Assay for Inhibitors of Aldehyde Dehydrogenase 1 (ALDH1A1); Purified ALDH1A1, NADH fluorescence, propionaldehyde substrate; Aldehyde dehydrogenase 1A1 (Homo sapiens), P00352; Potency, µM (titrated, usually from 75.3 µM), inactives show at the top dose activity, negative = inhibition, usual class: inhibitors; AID 1030, 2008; 220,000 tested, 7.3% active; active means well fitted inhibition curve with a large enough effect, not every such curve was filed as active; inconclusive means small, poorly fitted or top-dose-only effect, or another doubt; inactive means no such curve, though single readings can be large or run the other way;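 further: plate controls were no enzyme wells and a reference inhibitor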
Target sequence (P00352 whole entry, looked up): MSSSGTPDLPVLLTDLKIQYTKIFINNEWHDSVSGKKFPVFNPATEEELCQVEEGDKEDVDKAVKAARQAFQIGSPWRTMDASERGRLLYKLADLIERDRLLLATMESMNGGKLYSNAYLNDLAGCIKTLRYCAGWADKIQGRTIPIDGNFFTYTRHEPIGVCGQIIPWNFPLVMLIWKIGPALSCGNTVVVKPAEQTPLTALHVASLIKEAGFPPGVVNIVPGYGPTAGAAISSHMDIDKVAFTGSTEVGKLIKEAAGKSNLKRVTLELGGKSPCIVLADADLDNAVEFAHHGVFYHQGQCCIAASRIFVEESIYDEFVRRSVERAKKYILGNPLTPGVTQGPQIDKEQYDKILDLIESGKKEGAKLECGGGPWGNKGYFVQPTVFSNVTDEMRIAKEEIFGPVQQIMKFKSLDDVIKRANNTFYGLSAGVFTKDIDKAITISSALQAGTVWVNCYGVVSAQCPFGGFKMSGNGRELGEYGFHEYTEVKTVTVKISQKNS
RECQ1 inh – qHTS Assay for Inhibitors of RecQ-Like Dna Helicase 1 (RECQ1). RECQ1 DNA unwinding, red fluorescence kinetic read. ATP-dependent DNA helicase Q1 (Homo sapiens), P46063. AID 2549, 2010. Potency, µM (series often up to 57.3 µM), for the others: at the highest dose activity, negative = inhibition, actives largely listed as inhibitors. 240,000 tested, 0.54% active;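 further: plate controls were vehicle for no effect and no enzyme for full effect; nearly all actives have a fitted effect of over 30% in size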
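50 nM RECQ1T1 preincubated 15 min with compound in Tris pH 8.0 buffer with MgCl2, DTT, Tween-20 and 2.5 ug/ml poly(dI-dC); started with 200 nM TAMRA/BHQ-2 forked duplex and 2 mM ATP. Unwinding read as fluorescence (525/598 nm), two reads 2 h apart.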
TR SRC2 fluor cs – Total Fluorescence Counterscreen for Inhibitors of the Interaction of Thyroid Hormone Receptor and Steroid Receptor Coregulator 2; TRb/SRC2 Texas Red total fluorescence interference; Potency, µM (top dose mostly 106 µM), without a hit: at the top dose fluorescence change, negative = quenching; 280,000 tested, 0.29% active; AID 1479, 2009; active means well fitted curve in either direction with a large enough effect; inconclusive means small, poorly fitted or top-dose-only effect; further: on the % scale 0 is the no-effect control and ±100 the full control effect
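Flags fluorescent or light-absorbing compounds by total fluorescence, S + 2P, at 555 nm excitation and 632 nm emission. Mixture: 20 nM Texas Red SRC2 peptide, 0.6 uM human TRb LBD, 1 uM T3, 5% DMSO; compound exposure 5 h at ambient temperature.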
GoLoco inh red – qHTS Assay for Inhibitors of RGS12 GoLoco Motif Activity (Red Fluorophore) | Gai1:RGS12 GoLoco peptide FP, rhodamine, 10 min | Potency, µM (top dose mostly 61.6 µM), for the others: at the highest dose activity, negative = inhibition, actives largely listed as inhibitors | 230,000 tested, 0.44% active | AID 880, 2007; active means well fitted inhibition curve with a large enough effect, not every such curve was filed as active; inactive means no such curve, though single readings can be large or run the other way; further: on the % scale 0 is the no-effect control and ±100 the full control effect; nearly all actives have a fitted effect of over 30% in size; many of its hits are not listed in these tables
Target sequence (P63096 whole entry, looked up): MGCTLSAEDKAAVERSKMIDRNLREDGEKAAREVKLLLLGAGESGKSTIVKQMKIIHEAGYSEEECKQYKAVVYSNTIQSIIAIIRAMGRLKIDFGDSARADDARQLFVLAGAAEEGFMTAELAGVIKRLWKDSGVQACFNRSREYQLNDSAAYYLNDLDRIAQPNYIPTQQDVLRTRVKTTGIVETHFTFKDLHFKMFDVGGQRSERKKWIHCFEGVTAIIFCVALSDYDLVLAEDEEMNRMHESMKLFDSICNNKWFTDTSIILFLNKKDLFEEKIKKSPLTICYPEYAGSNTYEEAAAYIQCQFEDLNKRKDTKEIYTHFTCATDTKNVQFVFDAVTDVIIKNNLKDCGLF
SMN2 splice up – qHTS Assay for Enhancers of SMN2 Splice Variant Expression; AID 1458, 2008; Potency, µM (series often up to 46.1 µM), inactives show at the top dose activity change, positive = activation, usual class: activators; HEK293 SMN2-luciferase splicing reporter, luminescence, 30-36 h; 210,000 tested, 2.8% active; further: % of control where 0% means no effect; nearly all actives have a fitted effect of over 55% in size
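HEK293 cells carry an SMN2 […]–luciferase reporter in which exon 7 inclusion puts luciferase in frame. Cells were plated 10-12 h before compound addition, then incubated 30-36 h at 37C. ONE-Glo luminescence was read; sodium butyrate at 4.5 mM final served as control.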
LMNA splice mod – qHTS Assay for Modulators of Lamin A Splicing | AID 1487, 2009 | HeLa LMNA splicing GFP/RFP minigene ratio, 48 h | 200,000 tested, 0.01% active | Potency, µM (series often up to 46.1 µM), without a hit: at the top dose ratio change, negative = inhibition, most hits filed as inhibitors; active means well fitted inhibition curve with a large enough effect in the signal ratio, with a control signal flat, not every such curve was filed as active; inconclusive means small, poorly fitted or top-dose-only effect, or effect the other way, or a change in a side signal; the % refers to the signal ratio; further: on the % scale 0 is the no-effect control and ±100 the full control effect
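S3 HeLa cells stably expressing lamin A-EGFP splicing minigene plus DsRed2, 600 cells/well, 48 h compound exposure at 37C. Laser-scanning cytometry; analysed as GFP (500-530 nm)/RFP (575-640 nm) total intensity ratio; 0.5% DMSO vehicle.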
The depositor's hits bear a star; i = inactive; u = inconclusive; x = not tested or not shown; [ ] = dose if it differs, or a comment. Unless noted, the call rests on the fitted dose curve; in most records, active means well fitted curve in the direction sought with a large enough effect; inconclusive means small, poorly fitted or top-dose-only effect, or another doubt; inactive means no such curve, though single readings can be large; an effect the other way counts as inactive or inconclusive. Potency means the concentration at half of the fitted maximal effect.

SMILES	KDM4E inh	TRb SRC2 PPI	ALDH1A1 block	RECQ1 inh	TR SRC2 fluor cs	GoLoco inh red	SMN2 splice up	LMNA splice mod
Cc1cc(C)n2nc(C(=O)NC3CCCc4ccccc43)nc2n1 (stereo not drawn)	-5%	0%	2%	-6%	0%	6%	9%	x
CCOc1cc(CC(=O)N[C@@H](CC(C)C)c2ccccc2N2CCCCC2)ccc1C(=O)O	6%	-8%	-4%[20.9 µM]	-5%	-4%	5%	6%[20.6 µM]	u
COc1ccc2c(c1)NC(=O)CC(c1ccccc1)=N2	0%	-17%	u	i	-2%	-17%	-2%	15%
O=C(CSc1ccc2nnc(-c3ccncc3)n2n1)Nc1ccc2c(c1)OCO2	-4%	-4%	u	-3%	-2%	-8%	-18%	-4%
Cc1cc(C)c2c(c1)-c1cc(C)nn1C(c1ccc3c(c1)OCO3)N2 (stereo not drawn)	u	9%	u	-8%	0%	x	x	u
CC(C)=CCN1CCN(Cc2cccnc2)CC1CCO (stereo not drawn)	1%	2%	8%	i	1%	10%	1%	-5%[46 µM]
O=C(Cc1ncc(C(F)(F)F)cc1Cl)NCCc1ccccc1	9%	-2%	-7%	-3%	-7%	10%	1%	4%[46 µM]
C/C(=N\NC(=O)CSc1nc(C)cc(C)n1)c1cccc([N+](=O)[O-])c1	-4%	-4%	-8%	-1%	0%	0%	-10%	-11%
Cc1ccc(-c2ccc(SCC(=O)Nc3nonc3C)nn2)cc1	-4%	-4%	-7%	-6%	-4%	6%	6%	5%
COc1ccc(-n2c(SCC(=O)NCCC(C)C)nc3ccsc3c2=O)cc1	7%	-18%	20µM*	-5%	-1%	3%	-26%	u
O=C(CNC(=O)Cc1ccc(Cl)cc1)NCc1ccco1	6%	4%	11%	i	-3%	19%	-7%	4%[46 µM]
CC(=O)Nc1cc(-n2cnnn2)ccc1C	-7%	1%	20%	-11%	-1%	10%	x	5%[46 µM]
CC1CC(=S)Nc2ccccc2S1 (stereo not drawn)	-2%	-7%	-1%	-4%	2%	12%	1%	2%
O=C(O)CC1=C(Nc2ccccc2)C(=O)N(c2ccccc2)C1c1ccc(Br)cc1 (stereo not drawn)	-2%	4%	-15%	3%	-5%	6%	-1%	5%[46 µM]
CCCCN=C1C([N+](=O)[O-])=CC=C2C1=NC1(CCCCC1)N2O	-1%	3%	1.4µM*	i	-3%	-7%	-9%	4%
CCOC(=O)C1CCCN(c2c(N3CCC(N4CCCCC4)CC3)c(=O)c2=O)C1 (stereo not drawn)	-4%	2%	-1%	-9%	2%	-6%	-7%	3%
Cc1cccc(C(C)(C)C)c1OCCOCCN1CCCC1	u	0%	u	-2%	-4%	-8%	-12%	-1%
O=C(CCNc1ccccc1)c1ccc2c(c1)OCO2	-1%	1%	0.89µM*	-12%	0%	-2%	2%	u
C/C=C(/C)C(=O)Nc1cccc(C2=NOC3(C2)C[C@@H](C(N)=O)N(C(=O)CC(c2ccccc2)c2ccccc2)C3)c1 (stereo partly drawn)	2%	-1%	x	i	-2%	-4%	x	x
Cc1nc2ncccn2c1-c1csc(NCc2ccco2)n1	7%	0%	u	i	0%	-16%	-24%	u
CCCC(=O)Nc1ccc(NC(=O)c2ccccn2)cn1	2%	1%	-10%	i	0%	x	x	-2%
O=C1C=C(Nc2ccccc2C(=O)O)c2ccccc2C1=O	u	1%	x	-12%	-6%	1%	x	x
Cc1ccc(NC(=O)Nc2ccc3c(c2)OCO3)nc1	-5%	4%	2%	i	0%	-4%	13µM*	-15%[46 µM]
CCS(=O)(=O)c1ccc2oc(SCC(=O)NC34CC5CC(CC(C5)C3)C4)nc2c1	0%	-15%	0%	-5%	0%	-4%	-20%	-19%
CN1CCC(=NNC(=O)COc2ccc(Cl)cc2)CC1	39%[activator]	6%	-7%	i	1%	0%	9%	13%[46 µM]
O=S(=O)(c1ccc(Cl)c(Cl)c1)N1CCc2nc3ccccc3n2CC1	-1%	-13%	4%	-12%	3%	12%	1%	-6%
O=C(COC(=O)C1CC1)NCc1ccccc1Cl	7%	4%	10%	i	1%	-11%	-17%	-8%
CCSc1nc2ccccc2n1CC(=O)O	3%	-5%	15%	26%	0%	4%	x	2%[46 µM]
CCCn1c(SCC(=O)N(CC)CC)nnc1-c1ccncc1	-1%	2%	3%	-15%	-4%	1%	-7%	16%[46 µM]
CCOc1c2ccc(C(=O)NCCCCc3ccccc3)cc2nn1C	u	1%	u	-1%	-1%	1%	-27%	-6%
O=C(CSc1nc(-c2ccco2)cc(C(F)(F)F)n1)Nc1cccnc1	-18%	-1%	1%	i	-6%	-1%	-6%	-11%
C=CCOC(=O)C1=C(C)Nc2[nH]c(=O)[nH]c(=O)c2C1c1cccc(OC)c1 (stereo not drawn)	-22%	-21%	-5%	-7%	-5%	11%	5%	-8%
Cc1ccc(S(=O)(=O)NC(CC(=O)N2CCc3ccccc32)c2ccco2)cc1 (stereo not drawn)	1%	5%	14µM*	i	0%	3%	0%	u
Fc1ccc(-c2cn3cc(C(F)(F)F)cc(Cl)c3n2)cc1	-18%	1%	0%	u	-4%	1%	13µM*	u
COc1ccc(OC)c2c1sc(=NC(=O)c1ccco1)n2C	u	-3%	u	-10%	-3%	10%	28%	-11%
O=C1c2ccccc2C(=O)N1CCCc1nc(-c2ccccc2)no1	0%	-4%	-17%	i	-5%	6%	2%	6%
Cc1nc2cc(-c3ccccc3)sc2c(=O)n1N	u	-4%	-1%	-2%	-3%	2%	1.4µM*	u
O=C1NCCN1Cc1ccc(F)cc1	4%	1%	u	i	-6%	3%	-15%	18%
CC1(C)SC[C@H](C(=O)Nc2cccc(Cl)c2)N1C=O	-1%	-9%	x	-4%	-2%	20%	x	x
C(#Cc1ccc(C#CCN2CCOCC2)cc1)CN1CCOCC1	2%	-4%	-4%	i	-1%	-11%	-6%	-1%
CCN1C(=O)[C@@H]2C(C(=O)c3cnccn3)=NN[C@@H]2C1=O	-29%	-9%	x	i	-5%	3%	x	x
Cc1cccc(OCC(=O)N2CCN(C(=O)c3cccs3)CC2)c1	4%	-2%	u	i	-4%	-4%	15%	-4%
CCn1c(NC(=O)C(C)C)c(-c2ccccc2)c(=O)c2ccccc21	-20%	3%	u	-8%	-3%	8%	x	x
CC(=O)Nc1ccccc1OCC(=O)NCC(F)(F)F	u	4%	2%	-2%	1%	-3%	-2%	-1%[9.22 µM]
COc1ccc(CC2(CO)CCN(S(=O)(=O)c3c(C)nn(C)c3C)CC2)cc1	0%	6%	5%	-10%	0%	-1%	x	u
O=C1CC(C(=O)Nc2ccc(Cl)cc2)S/C(=N\N=C\c2ccco2)N1 (stereo not drawn)	10%	-1%	x	3%	-1%	-2%	x	x
CC(C)CN(CC(C)C)C(=O)c1cccc(S(=O)(=O)N2CCc3ccccc32)c1	-10%	-6%	8%	i	1%	5%	-24%	u
CC(C)C(=O)Nc1ccc(C(=O)NN2C(=O)c3ccccc3C2=O)cc1	-7%	-4%	20%	-2%	-7%	0%	0%	-7%
CCOC(=O)CCCNS(=O)(=O)c1c(C)ccc2nsnc12	4%	0%	-3%	-4%	1%	3%	-1%	-7%
CCOc1cc(/C=N/O)ccc1OCc1ccc(C)cc1	-3%	5%	4%	-8%	0%	-7%	25%	-2%
CCCCNC(=S)NNC(=O)c1cccnc1	-8%	-8%	5%	0%	-3%	14%	1%	-3%
Cn1cnc([N+](=O)[O-])c1Oc1ccccc1	-5%	3%	u	-18%	-3%	10%	9%	u
Cc1ccc(S(=O)(=O)N(c2ccccc2)C2CCS(=O)(=O)C2)cc1 (stereo not drawn)	3%	-12%	-3%	-3%	-2%	0%	-8%	18%
COc1cc2cc(C(c3nnnn3C3CCCC3)N3CCc4ccccc43)c(=O)[nH]c2cc1OC (stereo not drawn)	u	-4%	-11%	-6%	-3%	4%	1%	15%
CCC(C)N(CC(=O)NCc1ccc(OC)cc1)C(=O)c1csnn1 (stereo not drawn)	10%	0%	-2%	i	-1%	-1%	-4%	3%
CCOC(=O)C1=C(c2ccccc2)NC(N)=NC1c1ccc(OCc2ccc(Cl)cc2)c(OC)c1 (stereo not drawn)	0%	-7%	x	-4%	0%	13%	x	x
COc1ccc(OC)c(/C=C/c2c([N+](=O)[O-])c(=O)n(C)c(=O)n2C)c1	3%	2%	9%	-9%	-2%	-2%	x	x
CCC(Sc1nc2c(c(=O)n1CC)SC(C)C2)C(=O)OC (stereo not drawn)	-4%	-19%	u	i	1%	11%	-3%	-11%
Cc1cc(C(=O)COC(=O)C(C)NC(N)=O)c(C)n1Cc1ccco1 (stereo not drawn)	8%	-7%	4%	-16%	-2%	7%	4%	27%[46 µM]
COc1ccc(CC(=O)Nc2nc(-c3cccc([N+](=O)[O-])c3)cs2)cc1	-10%	-7%	10%	-5%	0%	3%	2%	20%

High-throughput results deposited in PubChem by National Center for Advancing Translational Sciences (NCATS).

The list is partial; count on the stated rates, not on these rows.
